Assay outcomes from PubChem BioAssay.
GLA spleen mod: inhibits or activates alpha-galactosidase in human spleen homogenate; P06280; human spleen homogenate, 4MU-alpha-Gal fluorescence, 40 min; Potency, µM (top dose mostly 80 µM), inactives show at the top dose activity change, negative = inhibition, hits mostly inhibitors; 240,000 compounds, 0.008% hits; AID 2107;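 note: 0% = enzyme with vehicle and -100% = no enzyme basal signal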
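Inhibition or activation of alpha-galactosidase in human spleen homogenate is scored by 4-MU fluorescence after 40 min at 37C, pH 5.0, with 1 mM substrate. AC50s come from concentration-response fitted to the Hill equation.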
GoLoco inh red: blocks human Gai1 binding to RGS12 GoLoco peptide, red readout; 230,000 compounds, 0.44% hits; AID 880; Gai1:RGS12 GoLoco peptide FP, rhodamine, 10 min; Potency, µM (top dose mostly 61.6 µM), for the others: at the top dose activity, negative = inhibition, usual class: inhibitors; active = well fitted inhibition curve with a large enough effect, not every such curve was filed as active; inactive = no such curve, though single readings can be large or run the other way; note: % is set by controls: 0 for no effect and ±100 for the full control effect; nearly all actives have a fitted effect of over 30% in size; many of its hits are not listed in these tables
Target sequence (P63096 whole entry, looked up): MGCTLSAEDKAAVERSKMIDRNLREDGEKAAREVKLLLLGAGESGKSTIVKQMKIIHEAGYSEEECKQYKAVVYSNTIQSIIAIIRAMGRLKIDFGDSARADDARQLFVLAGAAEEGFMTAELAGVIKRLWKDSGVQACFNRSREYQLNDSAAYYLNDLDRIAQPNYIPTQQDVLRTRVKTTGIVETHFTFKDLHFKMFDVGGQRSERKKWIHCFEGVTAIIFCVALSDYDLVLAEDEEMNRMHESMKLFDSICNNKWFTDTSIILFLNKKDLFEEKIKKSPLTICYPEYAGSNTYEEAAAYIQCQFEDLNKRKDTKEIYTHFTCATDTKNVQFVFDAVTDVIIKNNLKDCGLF
GAA spleen mod: lysosomal alpha-glucosidase (human) modulation. human spleen homogenate, 4-MU-alpha-glucoside fluorescence. Potency, µM (titrated, usually from 79.9 µM), for the others: top-dose activity change, negative = inhibition, hits mostly inhibitors. 240,000 compounds, 0.006% hits;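 note: 0% = enzyme with vehicle and -100% = no enzyme basal signal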
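AC50 values come from Hill-equation fits of concentration-response data, normalized to no-enzyme and full-activity controls. Enzyme source: 1 ug human spleen homogenate; 1 mM fluorogenic 4-MU glucoside, pH 5.0 citrate buffer, 37 C, 40 min.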
KDM4E inh: JMJD2E (human) inhibition | Potency, µM (doses to about 57.1 µM), for the others: at the highest dose activity change, negative = inhibition, usual class: inhibitors | B2RXH2 | 230,000 compounds, 1.6% hits | JMJD2E catalytic domain, FDH-coupled NADH fluorescence (FDH is formaldehyde dehydrogenase); active = well fitted inhibition curve with a large enough effect, not every such curve was filed as active; inconclusive = small, poorly fitted or top-dose-only effect, or another doubt; inactive = no such curve, though single readings can be large or run the other way;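 note: 0% = wells with enzyme and -100% = buffer wells without enzyme; nearly all actives have a fitted effect of over 50% in size; many of its hits are not listed in these tables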
GAA glycogen mod: alters human alpha-glucosidase cleavage of glycogen | AID 2100 | Potency, µM (titrated, usually from 76.4 µM), for inactives: at the top dose activity change, negative = inhibition, most hits filed as inhibitors | 300,000 compounds, 0.38% hits | recombinant GAA, glycogen substrate, Amplex Red glucose oxidase fluorescence | P10253;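 note: 0% = full enzyme reaction and -100% = no-enzyme basal signal; the screen sought inhibitors and activators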
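qHTS, 1536-well; enzyme 4 nM final; cpd up to 77 uM; substrate bovine liver glycogen 30 ug; 50 mM citrate/phosphate pH 5.0, 0.01% Tween-20; 37 C, 40 min; Amplex Red detection 45 min RT; Hill fit → AC50.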
ALDH1A1 block: ALDH1A1 (human) enzyme inhibition; 220,000 compounds, 7.3% hits; Potency, µM (series often up to 75.3 µM), for the others: top-dose activity, negative = inhibition, usual class: inhibitors; Purified ALDH1A1, NADH fluorescence, propionaldehyde substrate; active = well fitted inhibition curve with a large enough effect, not every such curve was filed as active; inconclusive = small, poorly fitted or top-dose-only effect, or another doubt; inactive = no such curve, though single readings can be large or run the other way;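 note: plate controls were no enzyme wells and a reference inhibitor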
Target sequence (P00352 whole entry, looked up): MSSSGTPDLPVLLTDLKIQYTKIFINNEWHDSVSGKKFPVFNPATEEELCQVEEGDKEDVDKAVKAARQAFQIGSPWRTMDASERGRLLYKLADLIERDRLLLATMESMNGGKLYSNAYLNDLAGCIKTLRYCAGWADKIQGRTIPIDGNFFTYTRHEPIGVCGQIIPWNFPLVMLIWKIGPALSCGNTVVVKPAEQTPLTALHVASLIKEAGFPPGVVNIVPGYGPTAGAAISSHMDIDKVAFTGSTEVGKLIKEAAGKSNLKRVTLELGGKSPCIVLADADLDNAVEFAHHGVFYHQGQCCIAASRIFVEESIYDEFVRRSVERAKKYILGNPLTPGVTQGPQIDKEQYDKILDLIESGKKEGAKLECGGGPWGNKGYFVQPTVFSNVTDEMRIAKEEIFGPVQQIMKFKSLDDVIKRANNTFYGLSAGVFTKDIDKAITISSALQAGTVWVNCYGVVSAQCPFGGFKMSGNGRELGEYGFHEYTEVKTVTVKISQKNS
GAA inhib: blocks human lysosomal alpha-glucosidase; P10253; purified human GAA, 4-MU-alpha-glucoside fluorescence; Potency, µM (top dose mostly 76.9 µM), without a hit: at the top dose activity change, negative = inhibition, actives largely listed as inhibitors; 200,000 compounds, 0.005% hits;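 note: plate controls were uninhibited enzyme wells for no effect and no-enzyme background for full effect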
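qHTS format, compound range up to 77 uM. Human lysosomal enzyme at 4 nM, 400 uM 4-MU glucoside substrate, pH 5.0, 20 min room temperature; fluorescence after alkaline stop gives activity normalized to controls.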
SMN2 splice enh: SMN2 splice variant enhancement. HEK293 SMN2-luciferase splicing reporter, luminescence, 30-36 h. Potency, µM (titrated, usually from 46.1 µM), without a hit: top-dose activity change, positive = activation, hits mostly activators. 210,000 compounds, 2.8% hits; note: % of control where 0% means no effect; nearly all actives have a fitted effect of over 55% in size
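HEK293 cells carry an SMN2 […]–luciferase reporter in which exon 7 inclusion puts luciferase in frame. Cells were plated 10-12 h before compound addition, then incubated 30-36 h at 37C. ONE-Glo luminescence was read; sodium butyrate at 4.5 mM final served as control.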
* marks the source's active call; other numbers are inactive results; ? = inconclusive; . = not tested or not shown; [ ] = another dose, or the depositor's remark. Unless noted, calls come from the whole dose curve; as a rule, active = well fitted curve in the direction sought with a large enough effect; inconclusive = small, poorly fitted or top-dose-only effect, or another doubt; inactive = no such curve, though single readings can be large; an effect the other way counts as inactive or inconclusive. Potency is the fitted concentration of half-maximal effect. A portion of the library; count on the stated rates, not on these rows.

SMILES | GLA spleen mod | GoLoco inh red | GAA spleen mod | KDM4E inh | GAA glycogen mod | ALDH1A1 block | GAA inhib | SMN2 splice enh
COc1cccc(C(=O)NC2CC3CCCC(C2)N3CC(=O)Nc2ccccc2)c1 (stereo unspecified) | 14% | -16% | -1% | ? | -16% | ? | 0% | -20%
N#CC1=C(N)Oc2c(O)cc3ccccc3c2C1c1ccsc1 (stereo unspecified) | 10% | 4% | 3% | ? | -25% | 16% | -33% | 2%
COc1ccc2c(c1)NC(C)(C)C=C2C | 0% | 0% | -20% | ? | 8% | ? | 7% | 2%
Cc1nc2ccc(NC(=O)c3ccco3)cc2nc1C | 6% | -7% | -5% | ? | 15% | ? | -14% | 24%
Cc1ccc(-c2cc(C(F)F)n3ncc(C(=O)N4CCCCC4c4cccnc4)c3n2)cc1 (stereo unspecified) | -2% | -24% | 1% | 4% | 8% | -8% | 8% | -56%[inhibitor]
O=c1c(O)c(-c2ccccc2)oc2cccc(O)c12 | -1% | 7% | 9% | ? | . | 11% | . | -15%
Cc1ccc(N2NC(=O)/C(=C/c3ccc(-c4ccc(Cl)c(C(=O)O)c4)o3)C2=O)cc1 | 13% | -1% | -5% | -1% | -16% | 8.9µM* | -4% | 9%
C[C@@H]1NC(=O)[C@H](CC(N)=O)NC(=O)c2cc([N+](=O)[O-])cc(I)c2OCC[C@@H](C(=O)NC(CC(=O)O)C(N)=O)NC1=O (stereo partly specified) | 3% | 2% | -3% | -3% | 5% | -14% | -1% | 0%
CCN(CC(=O)N1CCN(C)CC1)S(=O)(=O)c1ccc(Cl)cc1 | 2% | 4% | -2% | 5% | 0% | 9% | -9% | 19%
COC(=O)[C@@H](NC(=O)NC(C)CCc1ccccc1)C(C)C (stereo partly specified) | -12% | 0% | -16% | -1% | 8% | -11% | -6% | 4%
CC(C)(C)c1ccc(NC(=O)CSc2nnc(-c3n[nH]c4ccccc34)o2)cc1 | -9% | -2% | 2% | 6% | -9% | 0% | -11% | ?
CC(=O)NNC(=S)NC(=O)C(c1ccccc1)c1ccccc1 | 11% | 9% | 1% | -14% | -23% | -6% | 9% | .
CC1CC1C(=O)OCC(=O)Nc1ccccc1Oc1ccccc1 (stereo unspecified) | 7% | 1% | -2% | ? | -8% | ? | 0% | 4%
CCOc1ccc(N2C(=O)CC(N)C2=O)cc1 (stereo unspecified) | -6% | -9% | -2% | -6% | 2% | 1.1µM* | -1% | 7%
Cc1cc(C)cc(N(C(=O)c2ccccn2)C(C(=O)NC2CCCCC2)c2cccs2)c1 (stereo unspecified) | 4% | 5% | -5% | -1% | 5% | 6% | 0% | -21%
CC(C)CC(=O)NC(=S)Nc1nc(-c2ccccc2)cs1 | 1% | 3% | -5% | 0% | 6% | -9% | -1% | 1%
CCn1ncc([N+](=O)[O-])c1C(=O)Nc1c(C)nn(Cc2ccc(F)cc2)c1C | 11% | 2% | 10% | 2% | -2% | 7% | . | .
CCNNC(=O)C(O)(c1cccc(C)c1)c1cccc(C)c1 | -1% | -12% | 0% | 2% | 11% | 9% | 2% | -1%
CCOC(=O)CC(NS(=O)(=O)c1ccc(OC)c(C)c1)c1cccc([N+](=O)[O-])c1 (stereo unspecified) | 2% | 3% | -4% | -2% | -6% | ? | 5% | -16%
CCOc1cc(/C=N\NC(=O)c2ccc(NC(=O)C(C)(C)C)cc2)ccc1OC(=O)c1ccc(C)cc1 | 5% | 3% | -3% | 3% | -2% | 10% | 2% | -29%

Reformatted: 4 of the compounds above
Below each compound: GLA spleen mod | GoLoco inh red | GAA spleen mod | KDM4E inh | GAA glycogen mod | ALDH1A1 block | GAA inhib | SMN2 splice enh
> CC(C)(C)c1ccc(NC(=O)CSc2nnc(-c3n[nH]c4ccccc34)o2)cc1
 : -9% | -2% | 2% | 6% | -9% | 0% | -11% | ?
> CC(=O)NNC(=S)NC(=O)C(c1ccccc1)c1ccccc1
 : 11% | 9% | 1% | -14% | -23% | -6% | 9% | .
> CC1CC1C(=O)OCC(=O)Nc1ccccc1Oc1ccccc1 (stereo unspecified)
 : 7% | 1% | -2% | ? | -8% | ? | 0% | 4%
> CCOc1ccc(N2C(=O)CC(N)C2=O)cc1 (stereo unspecified)
 : -6% | -9% | -2% | -6% | 2% | 1.1µM* | -1% | 7%

Additional entries follow:
SMILES | GLA spleen mod | GoLoco inh red | GAA spleen mod | KDM4E inh | GAA glycogen mod | ALDH1A1 block | GAA inhib | SMN2 splice enh
CCOC(=O)N1CCN(C(=O)c2cc3cc(Br)ccc3oc2=O)CC1 | 5% | -3% | -5% | 0% | 19% | ? | -1% | 15%
C/C(=N\N=C1/NC(=O)C(C)S1)c1ccc([N+](=O)[O-])cc1 (stereo unspecified) | 3% | 10% | 0% | -3% | -1% | ? | -15% | -12%
Cc1ccc(S(=O)(=O)N2CCCC2C(=O)NC2CCCCC2)cc1 (stereo unspecified) | 12% | 5% | 7% | 5% | -16% | 0% | 2% | -14%
Cc1cc(C)n(S(=O)(=O)c2cc(C)c(C)cc2C)n1 | 7% | 11% | 0% | 7% | -14% | -4% | 1% | -31%[inhibitor]
Cc1ccccc1CNc1nc(N)n(-c2ccccc2)n1 | 6% | 5% | 4% | 4% | -6% | 2% | 1%[15.4 µM] | 16%
C[C@@]12CCC=C[C@H]1[C@H](c1ccccc1Br)N(Cc1ccccc1)C2=O | -5% | -14% | 9% | . | . | -4% | . | .
Cc1cccc(-n2cnc3cc(C(=O)N4CCc5ccccc54)ccc32)c1 | -3% | 30% | -2% | -1% | -3% | ? | -1% | -10%[1.84 µM]
CCN(CC)C1CCN(C(=O)c2cc(COc3ccc(F)cc3Cl)on2)C1 (stereo unspecified) | 7% | 7% | 11% | 8% | -1% | 10% | -1% | .
CCOC(=O)C1=C(C)N=C2SC(C)C(=O)N2C1/C=C/c1ccccc1OC (stereo unspecified) | 8% | 18% | -19% | -29% | -1% | 12% | -7% | -23%
Cc1ccc(-n2c(C)nnc2SCC(=O)N2CCc3ccccc3C2)cc1 | 2% | 4% | 1% | 6% | -1% | -7% | 2% | -8%
Nc1cc(Cl)ccc1N1CCOCC1 | 3% | 10% | -7% | 4% | -4% | 5% | -2% | 16%
CCOc1ccc(N=Nc2c(=O)[nH]n3c(=O)c4c([nH]c23)CCCC4)cc1 | 6% | 0% | -1% | ? | -2% | 4% | -3% | -7%
O=C(Cc1cccs1)N1CCN=C1SCc1ccc(F)cc1 | 9% | 98%[activator] | 5% | 6% | -6% | ? | -5% | -9%
COc1ccc(-c2csc(N)n2)cc1 | -6% | 1% | -5% | 14% | -6% | ? | 0% | 14µM*
COc1cc(CNCc2cccs2)ccc1OCC(N)=O | -4% | 5% | 0% | -5% | 14% | -8% | -1% | 16%
CCOc1ccc(C2CC(c3c(O)c4ccccc4oc3=O)=NN2c2ccccc2)cc1OC (stereo unspecified) | -10% | 141%[activator] | -5% | -21% | 6% | -3% | ? | -31%[inhibitor]
Cc1ccc(CN2CCNC(=O)C2CC(=O)NCCCn2ncc3ccccc32)o1 (stereo unspecified) | 0% | 10% | -4% | -16% | 19% | -10% | 0% | .
Cc1ccc(C(=O)N/N=C/c2ccc(-c3cccc(Cl)c3)o2)cn1 | 3% | 1% | -3% | -17% | 3% | 7% | 1%[15.4 µM] | .
O=C(COC(=O)c1ccc(Cl)cc1O)NC(=O)C1CCCCC1 | 0% | 6% | 1% | ? | 1% | ? | -1% | 13%
O=C(NCCCn1ccnc1)c1cc(-c2ccc(Cl)cc2)nc2ccccc12 | -1% | 7% | 0% | ? | 2% | 4% | -10% | 1%
CCOc1ccc(-c2nc(C#N)c(NCc3ccco3)o2)cc1 | 1% | 9% | 6% | ? | ? | ? | 4% | -11%
CCS(=O)(=O)NCC(c1cccnc1)N1CCN(c2ccc(OC)cc2)CC1 (stereo unspecified) | -2% | 2% | 0% | ? | -6% | ? | 7% | -42%
Cc1nn(Cc2ccccc2Cl)c(C)c1NC(=O)CCCn1nc([N+](=O)[O-])c(Cl)c1C | -4% | 14% | -1% | 4% | 0% | 8.9µM* | 1% | -16%
O=C1C2C3C=CC(C3)C2C(=O)N1c1cccc(-c2nc3ccccc3o2)c1 (stereo unspecified) | 1% | 39%[activator] | -2% | 7% | 2% | 7% | -5% | ?
COC(=O)CCC(=O)Nc1cccc2c(NC(=O)CCC(=O)OC)cccc12 | 3% | -34% | -4% | 2% | 0% | ? | 8% | 24%
O=C(CSc1nnc(-c2cccs2)n1-c1ccccc1)N1CCCc2ccccc21 | -7% | 2% | -5% | -149% | 9% | -5% | -5% | -24%
COc1ccc(C(=O)Nc2ccc(NC(=O)c3cccs3)c(OC)c2)cc1Cl | -1% | 5% | -1% | ? | 18% | ? | ? | -21%
Cc1ccc(C(=O)O)cc1NC(=S)NC(=O)c1ccc(-c2ccccc2)cc1 | 1% | 2% | 1% | -16% | 8% | 14µM* | 2% | .
NC(=O)c1cnn(C2CCS(=O)(=O)C2)c1 (stereo unspecified) | -1% | 6% | . | 8% | 5% | -5% | -4% | 6%
COc1ccc(/C=C2/CCCC(C(=O)C(F)(F)F)=C2O)cc1OC | 0% | -4% | 6% | ? | -22% | . | . | .
CC1=C(C#N)C(NC(=O)C2CCCCC2)(C(F)(F)F)C(=O)N1 (stereo unspecified) | 0% | 0% | -8% | -5% | -2% | 9% | -6% | 9%
CCc1c(C)c(C#N)c2nc3ccccc3n2c1NCc1ccco1 | 12% | 11% | 1% | ? | -3% | ? | 6% | 8%
Nc1n[nH]c(C2CCCCC2)n1 | -5% | 13% | -1% | 2% | -9% | 1% | 14% | .
CCn1c(=O)cc(SCC(=O)Nc2cc(OC)c(OC)c(OC)c2)c2ccccc21 | 9% | 0% | 8% | -6% | -1% | -7% | 2% | -2%
CCNC(=O)C(C)Sc1ccc(Cl)cc1 (stereo unspecified) | 3% | 4% | 0% | 4% | -9% | 1% | -6% | 10%
CCN1CCN(CCCNC(=O)c2csc3c2CCCCC3)CC1 | -17% | -3% | 7% | -3% | 5% | -1% | 11% | -5%
O=C(CCN1C(=O)S/C(=C\c2cccs2)C1=O)NC1=NCCS1 | -6% | 9% | 0% | -12% | 4% | ? | 2% | 21%
